PrPC TRFRET – inhibitors of human cell surface prion protein PrPC, primary screen, cell-based, TR-FRET; TR-FRET read-out; AID 720596, 2013; inhibition, % at 13.8 µM; 370,000 compounds, 0.43% hits; Major prion protein (Homo sapiens), P04156; in the data active = inhibition above about 24%; also: 0% = median of the test wells and 100% = reference compound wells
Rv3671c protease – Rv3671c serine protease inhibitors, primary screen, biochemical, fluorescence polarization, M. tuberculosis H37Rv; AID 2606, 2010; P9WHR9; 320,000 compounds, 0.048% hits; inhibition, % at 5.96 µM; in the data active = inhibition above about 38%;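 also: extracellular domain of Rv3671c used as enzyme; 0% = enzyme with DMSO and 100% = no enzyme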
3CLpro inhibitor – SARS-CoV 3CLpro protease inhibitors, primary screen, biochemical, quenched FRET. recombinant SARS-CoV 3CLpro, quenched FRET peptide cleavage. inhibition, % at 6 µM. 290,000 compounds, 0.14% hits; in the data active = inhibition above about 12%
BoNT-F LC inh – BoNT/F light chain protease inhibitors, primary screen, biochemical, flow cytometry, MLPCN library; Botulinum neurotoxin type F light chain protease (Clostridium botulinum); Multiplex microsphere protease cleavage assay; inhibition, % at 10 µM; 360,000 compounds, 0.22% hits; AID 588497, 2011; in the data active = inhibition above about 35%, passing the limit was not always enough; inconclusive = no clear call, values can overlap the other calls; also: plate controls were buffer without enzyme for full effect and enzyme alone for no effect
CCHFV vOTU inh – CCHFV vOTU protease inhibitors, primary screen, biochemical, Pep-AMC substrate, fluorescence; Crimean-Congo hemorrhagic fever virus L polyprotein viral ovarian tumor (vOTU) protease …; inhibition, % at 11.5 µM; 370,000 compounds, 0.55% hits; AID 651958, 2012; in the data active = inhibition above about 30%; also: 0% = vehicle wells with enzyme and 100% = no enzyme wells
MazEF act – activators of E. coli MazEF toxin-antitoxin RNase, primary screen, biochemical, fluorescence, uHTS. Endoribonuclease toxin MazF (Escherichia coli (strain K12)), P0AE70. FAM/BHQ RNA-DNA oligo cleavage fluorescence, 5 h. activation, % at 20 µM. 350,000 compounds, 0.32% hits; in the data active = activation above about 50%
Target sequence (P0AE70 whole entry, looked up): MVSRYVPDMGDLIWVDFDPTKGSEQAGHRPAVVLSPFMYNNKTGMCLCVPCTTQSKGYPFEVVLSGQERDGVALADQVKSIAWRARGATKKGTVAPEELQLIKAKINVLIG
Anthrax LF prot – Bacillus anthracis LF protease inhibitors, primary screen, biochemical, multiplex microsphere, MLPCN library; Lethal factor (Bacillus anthracis), P15917; multiplex microsphere protease cleavage assay; inhibition, % at 10 µM; 360,000 compounds, 0.12% hits; also: plate controls were buffer without enzyme for full effect and enzyme alone for no effect
Target sequence (P15917 whole entry, looked up): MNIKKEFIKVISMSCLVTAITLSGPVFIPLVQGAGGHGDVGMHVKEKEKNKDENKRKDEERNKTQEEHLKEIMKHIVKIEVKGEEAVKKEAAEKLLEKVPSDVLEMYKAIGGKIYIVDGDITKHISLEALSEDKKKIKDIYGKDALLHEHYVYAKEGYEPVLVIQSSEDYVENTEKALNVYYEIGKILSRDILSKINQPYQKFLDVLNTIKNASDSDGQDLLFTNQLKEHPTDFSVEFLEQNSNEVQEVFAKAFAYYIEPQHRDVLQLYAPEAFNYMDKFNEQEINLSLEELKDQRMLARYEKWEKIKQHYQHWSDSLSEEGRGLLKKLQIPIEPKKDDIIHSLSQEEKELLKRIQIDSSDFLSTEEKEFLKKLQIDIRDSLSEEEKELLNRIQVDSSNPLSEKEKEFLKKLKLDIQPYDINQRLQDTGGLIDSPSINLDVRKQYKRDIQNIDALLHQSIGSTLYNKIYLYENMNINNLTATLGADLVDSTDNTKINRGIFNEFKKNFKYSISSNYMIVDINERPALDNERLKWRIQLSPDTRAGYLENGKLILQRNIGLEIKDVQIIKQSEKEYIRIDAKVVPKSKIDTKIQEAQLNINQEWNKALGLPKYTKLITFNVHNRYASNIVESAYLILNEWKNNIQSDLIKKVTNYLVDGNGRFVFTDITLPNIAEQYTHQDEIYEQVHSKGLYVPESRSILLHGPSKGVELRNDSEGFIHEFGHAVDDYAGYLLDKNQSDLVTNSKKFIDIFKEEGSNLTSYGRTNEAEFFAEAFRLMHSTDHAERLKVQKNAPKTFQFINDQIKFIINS
VHR inh abs – VHR1 phosphatase inhibitors, primary screen, biochemical, absorbance, uHTS; recombinant VHR phosphatase, pNPP absorbance; inhibition, % at 13.3 µM; 290,000 compounds, 0.52% hits; AID 1654, 2009; in the data active = inhibition above about 50%; also: some compounds called inactive have numbers as strong as hits
Target sequence (P51452 whole entry, looked up): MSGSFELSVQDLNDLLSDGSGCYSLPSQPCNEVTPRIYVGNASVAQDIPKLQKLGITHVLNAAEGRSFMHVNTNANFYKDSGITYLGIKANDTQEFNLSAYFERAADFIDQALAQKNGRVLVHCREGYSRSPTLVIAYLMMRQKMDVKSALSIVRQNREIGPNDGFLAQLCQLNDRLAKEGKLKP
BoNT A protease – BoNT/A light chain protease inhibitors, primary screen, biochemical, flow cytometry, MLPCN library; Botulinum neurotoxin type A light chain protease (Clostridium botulinum A str. ATCC 3502); inhibition, % at 10 µM; multiplex microsphere protease substrate cleavage; 360,000 compounds, 0.17% hits; also: plate controls were buffer without enzyme for full effect and enzyme alone for no effect
SSB-PriA inh – inhibitors of Klebsiella pneumoniae PriA binding to SSB C-terminal tail, primary screen, biochemical, AlphaScreen. PriA–SSB C-terminal tail interaction (Klebsiella pneumoniae). AlphaScreen SSBct-PriA binding, biotinylated peptide. inhibition, % at 33 µM. 430,000 compounds, 0.6% hits; in the data active = inhibition mostly above about 37%, no sharp cut-off; inactive = mostly below about 20%;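 also: plate controls were negative control peptide for no effect and reference peptide for full effect; strong numbers were not always called active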
* = called active by the depositor; ? = inconclusive; / = not tested or not shown. Rule as the data show it, unless noted: active = inhibition above about 30%; inconclusive = no clear call, values can overlap the other calls; inactive = below that.

SMILES | PrPC TRFRET | Rv3671c protease | 3CLpro inhibitor | BoNT-F LC inh | CCHFV vOTU inh | MazEF act | Anthrax LF prot | VHR inh abs | BoNT A protease | SSB-PriA inh
CC(C)(C)SCCNC(=O)CN(c1ccccc1)S(=O)(=O)c1ccccc1 | 6 | 16 | -1 | -2 | 2 | -8 | -9 | 12 | 0.3 | -18
Cc1ccc(S(=O)(=O)N(C)C)cc1NC(=O)COC(=O)C1(c2ccccc2)CC1 | -7 | -5 | / | 3 | 2 | -1 | -1 | / | -1.4 | 15
Cc1cc(/C=C2/NC(=O)N(c3ccccc3)C2=O)c(C)n1-c1cccnc1 | -10 | -6 | -3 | 5 | -1 | 5 | 0 | -2 | 0.2 | 4
FC(F)(F)c1ccc(-c2cccc3c2C2CC3CCN2)cc1 (centres undefined) | 1 | / | / | -16 | -6 | -14 | 2 | / | 0.0 | 3
O=C(O)Cc1csc2ccccc12 | 6 | 1 | -1 | -5 | 17 | -5 | 1 | -7 | 0.0 | -6
COc1ccccc1C(=O)NNC(=O)c1cccc(C)c1 | -4 | 8 | 4 | -20 | -2 | -5 | -9 | 11 | -2.4 | -17
COc1ccc(NS(=O)(=O)c2ccc(NC(=S)NC(=O)c3ccc(F)cc3)cc2)nn1 | 0 | 6 | 0 | -1 | -4 | -6 | 0 | -10 | -0.4 | 1
C=CCNC(=S)NNC(=O)c1cccn(Cc2ccc(Cl)cc2)c1=O | -17 | 1 | -2 | ? | 10 | 4 | ? | 27 | ? | -9
O=C(COc1ccc(Br)cc1)Nc1ccc(S(=O)(=O)Nc2ccccn2)cc1 | 0 | -16 | -9 | 1 | -3 | 2 | 0 | 22 | -1.0 | -2
Cc1ccc(S(=O)(=O)N2CCCCC2)cc1NS(=O)(=O)c1ccc(Cl)c(C(=O)O)c1 | -11 | / | / | -5 | -4 | 1 | 3 | / | -3.3 | -4
CSc1ccccc1C(=O)OCC(=O)N1CCN(C(C)=O)CC1 | 1 | 3 | / | -8 | 11 | 1 | -9 | / | -0.1 | 0
Cc1cccc(-n2cc(CN3CCN(C(=O)c4ncn[nH]4)CC3)c(-c3cccc(F)c3)n2)c1 | -3 | 5 | 2 | -1 | 12 | 6 | 0 | 30 | 2.4 | 2
Cc1ccc2cc3c(nc2c1)N(c1ccccc1)CC3 | 1 | 6 | -4 | -2 | -31 | -1 | -5 | -7 | -0.1 | -14
Cc1cc(C(=O)Nc2cccc3ccccc23)c(C)o1 | 5 | 0 | 2 | -22 | 2 | -21 | 8 | -35 | -2.3 | 0
CCOC(=O)CSc1nc2c(c(=O)n1-c1ccc(OC)cc1)SCC2 | 6 | -1 | 7 | -6 | 0 | 9 | 2 | -5 | 0.4 | 0
Cc1nn(CC(=O)Nc2ccc3nc4n(c(=O)c3c2)CCCC4)c(C)c1[N+](=O)[O-] | -5 | 6 | -3 | 2 | 11 | 9 | 0 | -3 | 2.0 | 8
CCCCN(Cc1cccs1)S(=O)(=O)c1ccc(-c2ccc(=O)[nH]n2)s1 | 0 | -3 | 2 | -6 | 13 | 10 | 1 | 13 | 0.6 | 0
O=C(CCNS(=O)(=O)c1ccccc1C(F)(F)F)NNC(=O)C1COc2ccccc2O1 (centres undefined) | 0 | -1 | / | 6 | 6 | -1 | 2 | / | -0.4 | -6
Cc1ccccc1NS(=O)(=O)CCCCC(Cl)(Cl)Cl | 8 | 2 | 4 | 10 | 6 | -9 | 0 | 15 | 2.0 | -14
CC(C)OC(=O)/C(=C\c1cccc2ccccc12)NC(=O)c1ccccc1 | 8 | -4 | 8 | -3 | 15 | 3 | -1 | 25 | 0.0 | -12
CC1(C)CC(=O)c2ccc(O)cc2O1 | -4 | 3 | -2 | 2 | -2 | 14 | -5 | 6 | 0.3 | -2
Cc1ccc(S(=O)(=O)N2CCCCC2)cc1NC(=O)Cn1ccsc1=N | -5 | 1 | 0 | -10 | 7 | 0 | 0 | -4 | 0.4 | -4
Cc1ccc2nc(SCC(=O)NCc3ccccc3)nc(=O)n2c1 | 0 | -4 | / | 2 | -10 | -28 | 3 | / | -0.4 | 5
CCOc1ccc(NC(=O)C2CCCN(S(=O)(=O)c3cccc4nsnc34)C2)cc1 (centres undefined) | -5 | -4 | 6 | -3 | -5 | 19 | -1 | 7 | ? | -5
CCC1=Nc2cc(C(=O)NCCN3CCOCC3)ccc2Sc2ccccc21 | 2 | -17 | 4 | -7 | 4 | 9 | -4 | 10 | -2.9 | 6

(cont.)
SMILES | PrPC TRFRET | Rv3671c protease | 3CLpro inhibitor | BoNT-F LC inh | CCHFV vOTU inh | MazEF act | Anthrax LF prot | VHR inh abs | BoNT A protease | SSB-PriA inh
Cc1ccc(Nc2nc3ccccc3c(=O)s2)cc1C | 5 | 7 | 2 | -2 | 9 | 6 | 0 | -5 | -0.8 | 9
NS(=O)(=O)c1cc(C(=O)NCCc2ccccn2)ccc1Cl | -5 | -1 | 1 | -9 | 4 | -1 | 1 | 1 | -1.0 | 2
O=C(NCCc1ccccc1)C1CCN(C(=O)Nc2ccccc2)CC1 | -1 | -3 | / | / | -11 | 7 | / | / | / | 2
O=C(CCl)N=c1sccn1Cc1cccc2ccccc12 | -2 | / | 11 | -6 | -4 | 9 | -4 | 1 | 0.3 | -4
Cc1cc(C)nc(NC(=O)c2c(F)c(F)c(F)c(C(=O)Nc3cc(C)cc(C)n3)c2F)c1 | -10 | -6 | / | ? | 1 | -3 | 10 | / | -1.8 | -3
O=c1c2ccccc2nc(COc2ccccc2)n1/N=C/c1ccc(O)c(O)c1 | 3 | -6 | 1 | 2 | 7 | 0 | 0 | 12 | 0.6 | /
COc1ccc(CNC(=O)COC(=O)CC2CC3CCC2C3)cc1OC (centres undefined) | 1 | 1 | 0 | -5 | -4 | -1 | 0 | 3 | -0.4 | -14
COc1ccc(/C=N/NC(=O)c2nc(-c3ccccc3)n(-c3ccccc3)n2)cc1 | 3 | -8 | 3 | 5 | -14 | 11 | 0 | 16 | 2.4 | /
Cc1ccc2[nH]c(=O)c(CN(CCCN(C)C)C(=S)NCCc3ccccc3)cc2c1 | -15 | -1 | 3 | -5 | 3 | 14 | 1 | 25 | -0.1 | 0
COc1ccc(-c2noc(CCCC(=O)N3CCOCC3)n2)cc1 | 0 | -4 | 2 | -3 | -9 | -10 | -3 | 27 | -0.1 | -7
COc1ccc(CNC(=O)c2cccc(S(=O)(=O)N3CCCCC3)c2)cc1OC | 21 | -5 | / | 11 | -4 | 0 | 3 | / | -1.2 | 2
COc1ccc(-c2ccc(CCC(=O)O)o2)cc1 | -4 | 0 | 8 | -7 | 7 | -41 | -3 | 30 | 0.6 | 4
CCCNC(=O)C1(C)CCN(Cc2noc(-c3ccccc3OC)n2)C1 (centres undefined) | 8 | / | / | 0 | -2 | / | 10 | / | -0.1 | /
COc1cccc(NC(=O)c2ccc(NC(=O)C(C)(C)C)cc2)c1 | -2 | -9 | -1 | -5 | -6 | 4 | -1 | 0 | -0.6 | -2
COc1ccc(NC(=O)c2cc(S(=O)(=O)N3CCc4ccccc43)cn2C)cc1 | 4 | -2 | 2 | 8 | 0 | 3 | 0 | 13 | -0.1 | -14
CCC(=O)Oc1ccc(C(=O)Nc2ccccc2C(=O)NCC(C)C)cc1 | -4 | 1 | 0 | -5 | 3 | -4 | -1 | 30 | -0.4 | -6
O=C1C[C@@H]2CCN3C(=O)CCC[C@@H]([C@H]23)[C@@H]1Cc1ccccc1 | 0 | / | / | -5 | 10 | 3 | -4 | / | 0.4 | 0
O=C(Nc1ccccc1)c1cc(C2CCCCN2C(=O)c2cccs2)on1 (centres undefined) | 4 | / | / | -5 | -12 | / | -2 | / | 0.0 | /
O=C(COC(=O)c1cccc2ccccc12)Nc1ncc(C(F)(F)F)cc1Cl | -2 | 2 | 7 | -2 | 9 | -14 | -1 | -17 | -0.2 | -8
O=C(CC(c1ccccc1)c1cc(Br)ccc1O)NCCCN1CCOCC1 (centres undefined) | 0 | -5 | -4 | 13 | 0 | 1 | -23 | 34 | -4.0 | -20
O=C1CC(C(=O)N2CCN(c3ccccc3Cl)CC2)CN1Cc1ccccc1 (centres undefined) | 3 | -1 | / | 7 | -2 | -4 | 0 | / | 1.3 | 3
COc1ccc(NS(=O)(=O)c2cc(NC(=O)[C@@H](NC(N)=O)C(C)C)ccc2C)cc1 | -11 | -6 | -2 | -7 | -6 | -8 | 1 | 19 | -1.3 | -12
CC(=O)NC(C)(c1ccccc1)c1nc(-c2ccc(N(C)C)cc2)cs1 (centres undefined) | 12 | / | / | -4 | -5 | / | -5 | / | -0.4 | /
Nc1c(C(=O)CSc2nc(-c3ccccc3)cs2)c(=O)[nH]c(=O)n1C1CC1 | -1 | -7 | / | 0 | 3 | -41 | -1 | / | -0.5 | -9
CCOC(=O)C1=C(C)N(c2ccccc2)C(=O)C1CC(=O)O (centres undefined) | -4 | 0 | 5 | 13 | 1 | 3 | 6 | 27 | -0.5 | -14

Full records, looked up by structure. Order of screens: PrPC TRFRET	Rv3671c protease	3CLpro inhibitor	BoNT-F LC inh	CCHFV vOTU inh	MazEF act	Anthrax LF prot	VHR inh abs	BoNT A protease	SSB-PriA inh
O=C(CC(c1ccccc1)c1cc(Br)ccc1O)NCCCN1CCOCC1 (centres undefined) is listed as 0	-5	-4	13	0	1	-23	34	-4.0	-20
O=C(CCl)N=c1sccn1Cc1cccc2ccccc12 is listed as -2	/	11	-6	-4	9	-4	1	0.3	-4
Cc1cc(C)nc(NC(=O)c2c(F)c(F)c(F)c(C(=O)Nc3cc(C)cc(C)n3)c2F)c1 is listed as -10	-6	/	?	1	-3	10	/	-1.8	-3
COc1ccc(CNC(=O)COC(=O)CC2CC3CCC2C3)cc1OC (centres undefined) is listed as 1	1	0	-5	-4	-1	0	3	-0.4	-14

Next section.
SMILES | PrPC TRFRET | Rv3671c protease | 3CLpro inhibitor | BoNT-F LC inh | CCHFV vOTU inh | MazEF act | Anthrax LF prot | VHR inh abs | BoNT A protease | SSB-PriA inh
COc1ccc(C(=O)C2CCCN(C(=O)CCC3=NNC(=O)CC3)C2)c(C)c1 (centres undefined) | -2 | 8 | -1 | 3 | -3 | 5 | 0 | 8 | -0.8 | -2
CCS(=O)(=O)c1nc(S(=O)(=O)c2ccc(Cl)cc2)c(N2CCOCC2)s1 | 5 | 11 | 0 | -4 | 16 | 1 | 1 | 11 | 0.4 | 0
CC(=O)CCc1oc2ccc(NC(C)=O)cc2c1-c1ccc(C)o1 | / | -1 | 6 | -1 | / | -3 | 0 | -1 | -0.1 | -3
O=C(NCc1cccnc1)c1ccc(-c2cc3ccccc3oc2=O)cc1 | -40 | 2 | -3 | -5 | -23 | -17 | 0 | 18 | 0.0 | 0
Cc1ccc(NC(=S)N(C)Cc2cn(C)c3ccccc23)cc1 | 3 | 11 | 1 | 12 | 2 | 0 | 2 | -7 | 0.6 | 18
COc1ccc(S(=O)(=O)Nc2cc(Cl)ccc2OC)cc1 | 8 | -2 | 0 | 0 | -8 | -1 | -3 | 13 | 0.5 | -6
CCOC(=O)C1CCN(S(=O)(=O)c2ccc3c(c2)N(C(C)=O)CCO3)CC1 | -4 | 3 | 0 | 5 | -6 | 5 | 0 | 14 | 1.5 | -9
CC(NS(=O)(=O)c1ccc(CCC(=O)N2CCN(C)CC2)cc1)c1ccccc1 (centres undefined) | 2 | 9 | 2 | 2 | -7 | 11 | -4 | 11 | 0.7 | 5

Some of the compounds tested; the hit share may differ from the screen's.
